# Compound activity deposited in PubChem BioAssay by National Center for Advancing Translational Sciences (NCATS).
# EPAC2 antag: qHTS for Antagonist of cAMP-regulated guanine nucleotide exchange factor 2 (EPAC2): primary screen; EPAC2 GEF exchange of Rap1B-BODIPY-GDP, fluorescence; 0.18% of 360,000 active; Potency, µM (highest dose often 114 µM), without a hit: top-dose activity, negative = inhibition, actives largely listed as inhibitors; also: % is scaled to controls: 0 for no effect and ±100 for the full control effect; nearly all actives have a fitted effect of over 45% in size; many of its hits are not listed in these tables
# Target sequence (Q8WZA2 whole entry, looked up): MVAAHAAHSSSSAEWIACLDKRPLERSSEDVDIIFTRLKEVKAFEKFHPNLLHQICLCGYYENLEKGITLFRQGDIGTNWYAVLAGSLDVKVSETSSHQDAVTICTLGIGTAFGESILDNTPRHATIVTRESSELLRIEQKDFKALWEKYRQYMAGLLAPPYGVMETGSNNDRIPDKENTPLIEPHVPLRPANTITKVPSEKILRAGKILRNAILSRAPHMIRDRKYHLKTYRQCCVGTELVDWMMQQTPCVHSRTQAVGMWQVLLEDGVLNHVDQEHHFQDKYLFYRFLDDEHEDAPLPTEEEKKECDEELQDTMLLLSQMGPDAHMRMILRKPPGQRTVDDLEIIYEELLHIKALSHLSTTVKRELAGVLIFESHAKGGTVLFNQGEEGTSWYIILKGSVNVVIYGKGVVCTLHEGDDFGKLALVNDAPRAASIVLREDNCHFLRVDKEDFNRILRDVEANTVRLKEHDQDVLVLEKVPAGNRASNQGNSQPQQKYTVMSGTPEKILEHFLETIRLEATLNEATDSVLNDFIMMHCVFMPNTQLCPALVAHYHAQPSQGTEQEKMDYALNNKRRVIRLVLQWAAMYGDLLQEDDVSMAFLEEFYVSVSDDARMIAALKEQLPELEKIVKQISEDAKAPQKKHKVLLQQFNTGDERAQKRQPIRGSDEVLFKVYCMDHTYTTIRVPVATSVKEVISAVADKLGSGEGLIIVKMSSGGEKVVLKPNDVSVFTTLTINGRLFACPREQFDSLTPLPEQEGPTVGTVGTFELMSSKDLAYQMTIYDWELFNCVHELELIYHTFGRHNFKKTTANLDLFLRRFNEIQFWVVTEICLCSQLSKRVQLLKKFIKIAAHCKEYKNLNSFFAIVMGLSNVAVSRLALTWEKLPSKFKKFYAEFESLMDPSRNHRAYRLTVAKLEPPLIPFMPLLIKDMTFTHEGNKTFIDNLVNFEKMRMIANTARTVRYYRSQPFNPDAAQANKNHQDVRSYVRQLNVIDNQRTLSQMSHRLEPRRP
# A549 tox: Nrf2 qHTS screen for inhibitors: counterscreen for cytotoxicity. A549 ARE-Fluc cells, CellTiter-Fluor viability, 18-24 h. Potency, µM (titrated, usually from 46 µM), inactives show top-dose activity change, negative = cytotoxicity, actives largely listed as inhibitors. 0.16% of 390,000 active; also: % is scaled to controls: 0 for no effect and ±100 for the full control effect
#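 A549 ARE_Fluc cells in 5% FBS OPTI-MEM were exposed to compounds in concentration-response for 18-24 h at 37 deg C. Viability was read by CellTiter-Fluor fluorescence (Ex 405/Em 525) after 30 min, before the luciferase read.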
# ATXN viability: Viability Counterscreen for Primary qHTS for Inhibitors of ATXN expression; S2 cells (HEK-293 line with an ATXN2-luciferase reporter) viability, CellTiter-Fluor protease fluorescence, 24 h; Potency, µM (highest dose often 56.7 µM), most hits filed as cytotoxic; 0.49% of 400,000 active; also: nearly all actives have a fitted effect of over 40% in size
# ATXN2 expr inh: Primary qHTS for Inhibitors of ATXN expression; AID 1745845, 2022; HEK-293 ATXN2-luciferase reporter, luminescence, 24 h; Potency, µM (highest dose often 57 µM), for the others: top-dose activity change, negative = inhibition, hits mostly inhibitors; 0.72% of 360,000 active; also: % is scaled to controls: 0 for no effect and ±100 for the full control effect; nearly all actives have a fitted effect of over 55% in size
#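 qHTS (up to 57 uM final) was run with 24 h compound exposure of reporter cells at 37 °C. Each well was multiplexed: SteadyGlo luminescence measured ATXN2-luciferase expression after a fluorogenic Gly-Phe-AFC viability readout (25 uM final).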
# TGFb SMAD3 inh: qHTS for Inhibitors of TGF-b. AID 588855, 2011. 1.2% of 410,000 active. Potency, µM (top dose mostly 46.1 µM), for the others: at the highest dose activity, negative = inhibition, hits mostly inhibitors. HepG2 CAGA-GFP TGF-b/SMAD3 reporter, GFP fluorescence, 18 h; TGF-beta stimulated, 500 pg/mL final; also: % is scaled to controls: 0 for no effect and ±100 for the full control effect; nearly all actives have a fitted effect of over 65% in size
#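 HEPG2 CAGA-GFP reporter cells (1000/well, DMEM with 1% FBS) received compounds, then recombinant TGF-beta at 500 pg/mL final for 18 hours at 37 degrees C. Per-cell GFP summed per well was normalised to unstimulated and stimulated DMSO controls before curve fitting.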
# HepG2 tox: qHTS for Inhibitors of TGF-b: Cytotox Counterscreen; HepG2 CAGA-GFP viability, ATP luminescence, 18 h; Potency, µM (titrated, usually from 46.1 µM), inactives show at the top dose activity change, negative = cytotoxicity, most hits filed as cytotoxic; 0.76% of 410,000 active; also: some results filed as inactive show a strong effect at the top dose
#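 HepG2 CAGA-GFP cells (1000/well, DMEM with 1% FBS) received compound, then TGF-beta at 500 pg/mL final, and were incubated 18 hours at 37 degrees C. Viability was read by CellTiter-Glo luminescence. Media-only wells were set as complete cell-killing and DMSO as no toxicity.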
# MCF10A rereplic: A quantitative high throughput screen for small molecules that induce DNA re-replication in MCF 10a normal breast cells. Potency, µM (titrated, usually from 46.1 µM), inactives show at the highest dose activity, positive = re-replication, most hits filed as activators. MCF 10A DNA re-replication, Hoechst nuclear intensity, 48 h. 2.9% of 350,000 active; also: % of control where 0% means no effect; nearly all actives have a fitted effect of over 50% in size
# Nrf2 inh: Nrf2 qHTS screen for inhibitors; 2.1% of 360,000 active; A549 ARE-Fluc reporter, luciferase luminescence, 18-24 h; Potency, µM (titrated, usually from 46 µM), inactives show at the top dose activity change, negative = inhibition, usual class: inhibitors; also: % is scaled to controls: 0 for no effect and ±100 for the full control effect; nearly all actives have a fitted effect of over 60% in size
#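 Concentration-response testing used A549 ARE_Fluc cells at 5000 cells/well. Following an 18-24 h compound incubation, viability was read by fluorescence (Ex 405/Em 525) and luciferase output by luminescence.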
# Nrf2 activator: qHTS of Nrf2 Activators; AREc32 ARE-luciferase reporter (MCF7-derived line), luminescence, 24 h; Potency, µM (series often up to 46.1 µM), for the others: top-dose activation, usual class: activators; 0.31% of 410,000 active; also: % of control where 0% means no effect; nearly all actives have a fitted effect of over 65% in size
#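 AREc32 cells carrying an ARE-driven firefly luciferase reporter were seeded at 1000 cells/well in OPTI-MEM with 5% FBS, then exposed to compound for 24 hr at 37 deg C. Luminescence was read with Steady-Glo after 30 min at RT.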
# Starred values were filed as active, the others as inactive; i = inactive; ? = inconclusive; · = no result given; & = joins results of further samples; [ ] = dose if it differs, or a comment. Calls follow the shape of the dose curve; as a rule, active = well fitted curve in the direction sought with a large enough effect; inconclusive = small, poorly fitted or top-dose-only effect, or another doubt; inactive = no such curve, though single readings can be large; an effect the other way counts as inactive or inconclusive. Potency is read from the fitted curve at half-maximal effect.
SMILES,EPAC2 antag,A549 tox,ATXN viability,ATXN2 expr inh,TGFb SMAD3 inh,HepG2 tox,MCF10A rereplic,Nrf2 inh,Nrf2 activator
Cc1ccc(C(=O)Nc2cc(Cl)ccc2Oc2ccccc2)cc1[N+](=O)[O-],-4%,-12%,i,-8%,0%,15%,5%,-23%,-0.3%
COc1ccc(C(=O)NC2CCN(S(=O)(=O)c3ccc(C)cc3)CC2)cc1,5%,-8%,i,-18%,-27%,0%,-1%,-17%,0.2%
COCCN1C(=O)N(C)[C@@H](c2ccccc2)C(C(C)=O)=C1C,10%,2%,i,1%,?,1%,1%,6%,-0.2%
CCc1nc2ccc(C(=O)NCc3ccccc3OC)cn2c1N(CC)CCOC,1%,·,i,-12%,?,-2%,·,·,-0.2%
CCOC(=O)c1ccc(NC(=O)Cn2cc(C(=O)C3CC3)c3ccccc32)cc1,·,-8%,i,-2%,-6%,-24%,·,-7%,-0.4%
CCCCn1nnnc1SCC(=O)NCc1ccccc1,-3%,-7%,i,6%,24%,0%,-1%,3%,-0.3%
COc1ccccc1CNS(=O)(=O)c1cc(CN2C(=O)c3cccnc3C2=O)ccc1OC,-13%,-3%,i,·,2%,6%,28%,2%,-0.3%
COc1cccc(NC(=O)CSc2nnc(NC(=O)C3CCC3)s2)c1,-5%,8%,i,-13%,0%,-32%,29%,-30%,1.4%
Cc1cc(C)nc(Nc2nc(C(N)CCc3ccccc3)cs2)n1 (centres undefined),13%,·,?,?,?,-104%,·,·,-0.8%[9.22 µM]
O=C(Nc1sc2c(c1C(=O)NCC1CCCO1)CCC2)c1cc(=O)c2cc(Cl)ccc2o1 (centres undefined),·,-1%,i,13%,-1%,-1%,·,8%,0.4%
CNC(C)C#Cc1c(-c2cc(OC)c(OC)c(OC)c2)noc1C (centres undefined),10%,0%,?,4%,?,-34%&-45%,-7%,12%,23%
COc1ccc2oc(=O)c(-c3nnc(NCc4ccco4)s3)cc2c1,-6%,-26%,i,-34%,6%,-18%,7.3µM*,?,23%
O=C(NCc1ccc(Cl)cc1)C1CC(O)CN1S(=O)(=O)c1ccc(Cl)cc1 (centres undefined),5%,?,i,-12%,-1%,-17%,1%,-24%,0.1%
CC(OC(=O)c1ccc([N+](=O)[O-])cc1)C(=O)NCC1CCCCC1 (centres undefined),-5%,4%,i,-4%,1%,1%,0%,0%,-0.3%
CCOC(=O)CNC(=O)CN1C(=O)CCSc2ccccc21,10%,-1%,i,-3%,-21%,4%,2%,·,-0.2%
CC(=O)Oc1ccc(-c2cccc(C(=O)OCC(=O)Nc3ccccc3Oc3ccccc3)c2)cc1,-8%,-1%,i,-31%,11%,7%,6%,?,-0.2%
CNC(=S)N1N=C(c2ccc(C)cc2)CC1c1ccc(OC)c(OC)c1 (centres undefined),-7%,-4%,i,6%,23%,0%,8%,?,2.8%
CCN(CC)S(=O)(=O)c1ccc(NN=c2c(=O)c3ccccc3c2=O)cc1,3%,4%,i,2%,-3%,0%,-1%,24%,0.2%
CS(=O)(=O)N(CC(=O)N1CCN(c2ccccc2)CC1)c1cc(C(F)(F)F)ccc1Cl,7%,-2%,i,-11%,1%,3%,-11%,12%,-0.8%
O=C(O)C(Cc1ccccc1)N=Cc1c(O)c2ccccc2oc1=O (centres undefined),-10%,-8%,i,0%,-14%,-3%,3%,?,-0.2%
CSc1nc(Oc2ccc(=O)n(C)n2)nc(N(C)C)n1,2%,1%,?,6%,-5%,-6%,5%,7%,2.7%
O=C(CCc1nc2ccccc2s1)OCc1ccccc1F,-2%,-15%,i,2%,-2%,1%,0%,-23%,-0.3%
Cc1c(C(=O)N2CCC(n3nccc3NC(=O)C3CC3)CC2)[nH]c2ccc(Cl)cc12,2%,2%,i,-9%,-17%,-8%,11%,3%,1.9%
COc1ccccc1N1CCN(C(=O)c2cc(-c3ccccc3O)on2)CC1,-6%,9%&0%,i,34%&7%,0%&22%,-3%&10%,13%,?,3.1%&10%
CCC(CO)Oc1cc(NCc2cccc(F)c2)c2ncn(C(C)C)c2c1 (centres undefined),1%,-27%,?,?,-5%,-20%,-40%[inhibitor],?,-0.9%

# Reprinted from the part before: 6 entries; new compounds follow.
SMILES,EPAC2 antag,A549 tox,ATXN viability,ATXN2 expr inh,TGFb SMAD3 inh,HepG2 tox,MCF10A rereplic,Nrf2 inh,Nrf2 activator
O=C(O)C(Cc1ccccc1)N=Cc1c(O)c2ccccc2oc1=O (centres undefined),-10%,-8%,i,0%,-14%,-3%,3%,?,-0.2%
CSc1nc(Oc2ccc(=O)n(C)n2)nc(N(C)C)n1,2%,1%,?,6%,-5%,-6%,5%,7%,2.7%
O=C(CCc1nc2ccccc2s1)OCc1ccccc1F,-2%,-15%,i,2%,-2%,1%,0%,-23%,-0.3%
Cc1c(C(=O)N2CCC(n3nccc3NC(=O)C3CC3)CC2)[nH]c2ccc(Cl)cc12,2%,2%,i,-9%,-17%,-8%,11%,3%,1.9%
COc1ccccc1N1CCN(C(=O)c2cc(-c3ccccc3O)on2)CC1,-6%,9%&0%,i,34%&7%,0%&22%,-3%&10%,13%,?,3.1%&10%
CCC(CO)Oc1cc(NCc2cccc(F)c2)c2ncn(C(C)C)c2c1 (centres undefined),1%,-27%,?,?,-5%,-20%,-40%[inhibitor],?,-0.9%
COc1ccc(Cn2c(C)c(C)c(C#N)c2NC(=O)Nc2ccc(Cl)cc2)cc1,21%,-5%,i,-15%,-2%,-1%,23%,-16%,0.4%
CCCOC(=O)Nc1ccc(N2CCCCC2)cc1,-3%,·,i,15%,10%,-5%,5%,?,0.2%
O=C(NC1CCCCC1)C1c2ccccc2OCC(=O)N1Cc1ccc2c(c1)OCO2 (centres undefined),1%,·,i,6%,·,·,·,·,0.1%
CCc1nc2c(OCC(N)=O)cccn2c1N(C)C(=O)C(C)C,26%,·,i,15%,-7%,0%,·,·,-0.2%
O=C(Nc1cc(S(=O)(=O)N2CCOCC2)ccc1Cl)c1cc([N+](=O)[O-])ccc1Cl,4%,0%,?,?,?,-5%,81%,?,?
C[C@H](NS(=O)(=O)c1ccc(F)cc1)C(=O)OCC(=O)c1c(N)n(C)c(=O)n(C)c1=O,-3%,?,i,-2%,4%,-9%,-5%,-8%,0.1%
Clc1cccc(N2CCN(Cc3nc(-c4ccccc4)no3)CC2)c1,4%,?,i,-2%,?,-18%,-4%,?,-0.9%
C/C(=N/OCO/N=C(/C)c1ccc(F)cc1)c1ccc(F)cc1,12%,8%,i,84%[activator],11%,-23%,19%,?,-1.4%
COc1ccc(C(=O)COC(=O)CNC(=O)c2cccs2)cc1Br,0%,4%,i,1%,-2%,0%,-5%,-6%,-1.0%
Cc1ccccc1NCCC(=O)Nc1ccc(F)cc1,0%,2%,i,-7%,4%,0%,3%,?,-0.6%
CC(C)CCNC(=O)C1CC2Cn3c(nc4cc(Cl)c(Cl)cc43)C2N1C (centres undefined),-5%,-19%,i,-7%,-20%,-26%,-7%,-17%,5.3%
Cc1cccc2cc(CNCC3CCCO3)c(Cl)nc12 (centres undefined),-6%,?,i,-15%,-5%,-2%,12%,10%,-0.2%
O=C(CSc1nc(-c2ccco2)cc(C(F)(F)F)n1)N1CCSCC1,10%,-1%,i,1%,-5%,-38%,0%,-7%,17%
C=C1CCC(N(O)c2cc(C)on2)C(=C)CCC2C1CC2(C)C (centres undefined),?,5%,?,?,?,1%,12%,-8%,5.4%
Cc1ccccc1OCc1nc2c3cnn(C)c3ncn2n1,3%,-6%,·,·,-8%,4%,0%,30%,0.7%
COc1ccc(-c2cn(Cc3ccc4ccccc4c3)nn2)cc1,3%,1%,i,-3%,-10%&-17%,-8%&-19%,-21%,6%,1.7%
Cc1ccc(CC(=O)Nc2cccc(C#N)c2)cc1,-7%,9%,i,-17%,-19%,-16%,0%,?,0.2%
Cc1ccc(-n2nc(CO)c(C(=O)NCC(c3ccccc3)c3ccccc3)n2)cc1,·,-6%,·,·,-9%,-6%,·,3%,-0.6%
Nc1ccc(C(=O)OCC(=O)Nc2cc([N+](=O)[O-])ccc2F)cc1,0%[57.1 µM],?,i,·,-3%,1%,1%,5%,9.4%
COC(=O)c1cccc(NC(=O)C23CC4CC(C2)CC(n2cncn2)(C4)C3)c1,7%,-6%,i,7%,-20%,-1%,-2%,4%,2.6%
CCn1c(SCC(=O)N2CCC(C)CC2)nc2c(c1=O)SC(C)C2 (centres undefined),-1%,-28%,i,-13%,-5%,-2%,-6%,?,-0.3%
O=C(NCCc1c[nH]c2ccccc12)C(=O)NCC1OCCCN1S(=O)(=O)c1cccs1 (centres undefined),1%,-9%,i,3%,-1%,-16%,3%,-18%,1.8%
COc1cc(C(O)c2nc(-c3csc4ccccc34)cs2)ccc1F (centres undefined),-27%,·,i,15%,?,-14%,·,·,7.5%
Cc1ccc(N/C(N)=N/c2nc(C)cc(N3CCCCC3)n2)c(C)c1,-3%,?,?,22µM*,?,-22%,18µM*,13µM*,0.1%
O=C(COC(=O)Cn1cnc2ccccc2c1=O)Nc1ccc(Cl)cc1,1%,3%,i,-1%,1%,-8%,4%,15%,0.4%
NC(c1csc(NC(=O)Nc2cccc(C(F)(F)F)c2)n1)C1CCCCC1 (centres undefined),7%,·,·,?,6.3µM*,8.9µM*,·,·,-3.9%
COc1ccc(N(CC(=O)N/N=C/c2ccc(-c3ccc([N+](=O)[O-])cc3)o2)S(=O)(=O)c2ccc(C)cc2)cc1Cl,13%,-4%,i,8%,3%,4%,?,-1%,-0.4%
COc1ccccc1-c1nc2s/c(=C\c3cccs3)c(=O)n2n1,-1%,0%,i,1%,0%,-45%,?,3%,4.5%
CCOC(=O)[C@]12CCCC=C1N(Cc1ccc3c(c1)OCO3)C(=O)[C@H](CC(=O)NCc1ccc(OC)c(OC)c1)C2,-4%,·,i,1%,·,·,·,·,-0.1%
CCOC(=O)c1cnn(-c2ccccc2)c1NC(=O)CCl,3%,-11%,i,11%,-3%,-14%,?,-2%,8.2%

# These rows are one share of the data, so the mix of outcomes need not match the whole.
